Luciferase inh = Firefly luciferase inhibition profiling of diverse chemical library using quantitative high-throughput screening; Luciferin 4-monooxygenase (Photinus pyralis), P08659; purified P. pyralis luciferase, luminescence, biochemical; Potency, µM (titrated, usually from 115 µM), for the others: at the highest dose activity change, negative = inhibition, usual class: inhibitors; 76,000 tested, 2.5% active; AID 1347043, 2019; note: potency is the fitted concentration of half-maximal effect; nearly all actives have a fitted effect of over 65% in size
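Purified 10nM P. pyralis luciferase with 10uM D-luciferin and 10uM ATP in 50mM Tris acetate pH 7.5, 10mM Mg acetate, 0.01% Tween-20, 0.05% BSA. qHTS titration; luminescence read by CCD imager.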
NIH3T3 tox = Cytotoxic Profiling in NIH 3T3 Cell Line of Diverse Libraries Using Quantitative High-Throughput Screening; NIH 3T3 viability, CellTiter-Glo ATP luminescence, 48-72 h; Potency, µM (top dose mostly 96.7 µM), without a hit: at the highest dose activity change, negative = cytotoxicity, usual class: inhibitors; 94,000 tested, 4.3% active; AID 1345082, 2018; note: potency is the fitted concentration of half-maximal effect; nearly all actives have a fitted effect of over 55% in size
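Viability of NIH 3T3 cells after 48 or 72 hr compound treatment at 37 °C was assessed by CellTiter-Glo, with luminescence imaged following a 10 min room-temperature step.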
GPT2 inhibitor = Primary qHTS assay for inhibitors of Glutamate pyruvate transaminase 2 (GPT2). Recombinant GPT2, coupled pyruvate oxidase/HRP Amplex Red fluorescence. Potency, µM (highest dose often 57.7 µM), for the others: at the highest dose activity change, negative = inhibition, usual class: inhibitors. 100,000 tested, 0.25% active. AID 1671188, 2021; note: potency is the fitted concentration of half-maximal effect; nearly all actives have a fitted effect of over 60% in size; many of its hits are not listed in these tables
Target sequence (Q8TD30 whole entry, looked up): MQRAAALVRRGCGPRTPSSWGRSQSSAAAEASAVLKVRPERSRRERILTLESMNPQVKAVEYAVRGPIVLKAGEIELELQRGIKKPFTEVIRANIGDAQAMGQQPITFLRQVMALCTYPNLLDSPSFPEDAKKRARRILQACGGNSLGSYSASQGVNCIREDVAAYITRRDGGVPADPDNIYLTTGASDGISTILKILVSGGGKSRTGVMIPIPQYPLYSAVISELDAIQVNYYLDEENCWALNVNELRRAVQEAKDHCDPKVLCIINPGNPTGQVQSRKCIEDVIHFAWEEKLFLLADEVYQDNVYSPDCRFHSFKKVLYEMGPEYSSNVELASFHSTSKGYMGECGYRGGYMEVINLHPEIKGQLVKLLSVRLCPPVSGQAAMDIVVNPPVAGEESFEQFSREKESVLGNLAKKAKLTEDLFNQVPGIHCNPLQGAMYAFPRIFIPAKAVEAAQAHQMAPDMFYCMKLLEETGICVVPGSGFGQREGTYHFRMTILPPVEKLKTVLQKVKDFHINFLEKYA
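Fluorescence of coupled pyruvate oxidase/HRP/Amplex Red system (50uM Amplex, 30 min, dark) reports pyruvate formed by GPT2. Enzyme reaction: 10ng/uL GPT2, 2mM L-alanine, 250uM a-KG, 30 min room temperature, pH 7.5; 50uM AOA control.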
SNCA viab count = GF-AFC viability counterscreen for inhibitors of alpha-synuclein gene (SNCA) expression | Potency, µM (top dose mostly 57.1 µM), for the others: top-dose activity change, negative = cytotoxicity, hits mostly cytotoxic | 150,000 tested, 0.12% active | HEK-293-SNCA-luc viability, GF-AFC fluorescence, 24 h;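 note: potency is the fitted concentration of half-maximal effect; 0% = DMSO-treated cells and -100% = medium-only wells without cells; nearly all actives have a fitted effect of over 30% in size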
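HEK-293-SNCA-luc cells (1500/well) plated 24 h, then exposed 24 h to a dilution series; GF-AFC added 30 min at 37C, fluorescence 405/540 nm; normalised to medium-only and DMSO wells, Hill fit.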
IP6K1 inhibitor = Primary qHTS assay for small molecule inhibitors of Inositol hexaphosphate kinase 1 (IP6K1). AID 1645851, 2021. activity change, % (series mostly up to about 58 µM). 140,000 tested, 0.81% active. IP6K1 kinase, ADP-Glo luminescence, 2 h; hits give low values; in the data active = activity change below about -25%
Target sequence (Q92551 whole entry, looked up): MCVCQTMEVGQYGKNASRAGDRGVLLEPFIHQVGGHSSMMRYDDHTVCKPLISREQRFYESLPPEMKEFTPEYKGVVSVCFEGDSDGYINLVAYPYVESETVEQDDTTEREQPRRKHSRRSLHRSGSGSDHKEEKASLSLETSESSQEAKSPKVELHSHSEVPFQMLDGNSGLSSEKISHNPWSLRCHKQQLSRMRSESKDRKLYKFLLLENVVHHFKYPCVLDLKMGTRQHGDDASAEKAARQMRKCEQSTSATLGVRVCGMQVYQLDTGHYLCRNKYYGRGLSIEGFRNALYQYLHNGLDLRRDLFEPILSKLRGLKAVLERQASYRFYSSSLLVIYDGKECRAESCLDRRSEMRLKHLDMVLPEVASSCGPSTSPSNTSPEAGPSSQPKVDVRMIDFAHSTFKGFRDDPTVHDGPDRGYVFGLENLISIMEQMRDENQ
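ADP-Glo luminescence measures ADP made by human IP6K1 during a 2 h RT reaction with ATP/IP6 (mix at 1.3 mM/130 uM); top library doses 57.5 and 19.1 uM final.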
HEK293 tox = Cytotoxic Profiling in HEK 293 Cell Line of Diverse Libraries Using Quantitative High-Throughput Screening | 94,000 tested, 6.6% active | Potency, µM (titrated, usually from 115 µM), inactives show top-dose activity change, negative = cytotoxicity, usual class: inhibitors | HEK 293 viability, ATP luminescence (CellTiter-Glo), 48-72 h | AID 1345083, 2018; note: potency is the fitted concentration of half-maximal effect; nearly all actives have a fitted effect of over 60% in size
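HEK 293 cells at 250 cells/well were exposed to compounds by pintool transfer for 48 or 72 hr at 37 degree Celsius, 5% CO2. Viability was read as ATP-coupled luminescence with CellTiter-Glo after 10 min at room temperature.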
SNCA expr inhib = Primary qHTS assay for inhibitors of alpha-synuclein gene (SNCA) expression | HEK-293 SNCA-luciferase knock-in, luminescence, 24 h | Potency, µM (titrated, usually from 57.2 µM), for the others: at the top dose activity change, negative = inhibition, actives largely listed as inhibitors | 140,000 tested, 0.17% active;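 note: potency is the fitted concentration of half-maximal effect; plate controls were DMSO cells for no effect and cell-free wells for full effect; nearly all actives have a fitted effect of over 45% in size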
Active calls of the source: *; i = inactive; u = inconclusive; x = no result given; & = joins results of further samples; [ ] = another dose, or the depositor's remark. Unless noted, calls come from the whole dose curve; as a rule, active = well fitted curve in the direction sought with a large enough effect; inconclusive = small, poorly fitted or top-dose-only effect, or another doubt; inactive = no such curve, though single readings can be large; an effect the other way counts as inactive or inconclusive. Unless noted, % is set by controls: 0 for no effect and ±100 for the full control effect. Not all compounds are listed; count on the stated rates, not on these rows.

The line under a structure holds: Luciferase inh | NIH3T3 tox | GPT2 inhibitor | SNCA viab count | IP6K1 inhibitor | HEK293 tox | SNCA expr inhib
> O=C(NC1CC1)[C@@H]1C[C@H](Oc2cccnc2)CN1C(=O)c1ccc2ncccc2c1
→ 7% | -13% | 3% | -11% | 0 | i | u
> O=C(Nc1ccc(Cl)cc1Cl)c1ccc2ccnn2c1
→ 2.8µM* | -21%[138 µM] | 2%[88.5 µM] | 4%[87.6 µM] | -6 | u | 3%[87.6 µM]
> COc1ccc(C(=O)N2CCCN(c3cc(-c4ccc(OC)cc4)[nH]n3)CC2)cc1
→ -11% | -27% | -21% | -10% | 3 | u | 6%
> CNC(=O)[C@H]1C[C@H](Oc2ccccc2)CN1C(=O)CCc1c[nH]c2ccccc12
→ -2% | -17% | u | -5% | 9 | u | u
> Cc1cc(C(=O)N2CCC3(CC2)CC(N(Cc2ccc(F)cc2)C2CC2)CCO3)n(C)n1 (stereo not drawn)
→ -6% | u | i | -9% | -14 | u | -28%
> C#CCN1C(=O)[C@]2(C)[C@H](c3ccccc31)[C@@H](C(N)=O)CN2C(=O)c1cccc(OC)c1
→ x | -19%[46.1 µM] | -2%[27.3 µM] | -8%[23.9 µM] | 7 | u | u
> Cc1ccc(-c2nc(NC(=O)CSc3ncnc4sc5c(c34)CCC(C)C5)ns2)cc1 (stereo not drawn)
→ x | x | x | -3% | 14 | x | -7%
> Cc1ccc2c(c1)-c1cc(C)nn1C(c1cc(Br)ccc1O)N2 (stereo not drawn)
→ x | x | x | -17% | -11 | x | 80%[activator]
> CCOCc1nc(C2CCCN(C(=O)Cc3cccc(C)c3)C2)no1 (stereo not drawn)
→ -3% | -2% | i | -5%[12.5 µM] | 19 | -26% | -12%
> COc1cc2c(cc1OC)C(CNC(=O)C(C)C)N(C(=O)Nc1ccc(C)cc1)CC2 (stereo not drawn)
→ -16% | u | 3% | -1% | -12 | u | 8%
> CCC(=O)N1CCc2cc(Br)cc(S(=O)(=O)CCC(=O)N3CCN(c4cccc(C(F)(F)F)c4)CC3)c21
→ x | x | x | 2% | -18 | x | -6%
> COc1ccc(C(=O)N2CCN(C(=O)c3nnn4c3COC(c3ccc(F)cc3)C4)CC2)cc1 (stereo not drawn)
→ -8% | u | -5% | -1% | -1 | u | u
> Cc1ccc(S(=O)(=O)C(CNC(=O)C(=O)NCCc2ccccc2)c2ccco2)cc1 (stereo not drawn)
→ x | x | x | -2% | -1 | x | -8%
> COc1ccc(CCNC(=O)c2ccc3c(c2)CCN3S(C)(=O)=O)cc1OC
→ x | x | x | 3% | 24 | x | -4%
> COc1ccccc1Nc1ccnc(N2CCN(C(C)=O)CC2)n1
→ x | -25%[138 µM] | 2%[88.5 µM] | -18%[87.6 µM] | 12 | 5%[172 µM] | 206%[activator][87.6 µM]

A different layout for part of the listing above.
| SMILES | Luciferase inh | NIH3T3 tox | GPT2 inhibitor | SNCA viab count | IP6K1 inhibitor | HEK293 tox | SNCA expr inhib |
| --- | --- | --- | --- | --- | --- | --- | --- |
| CCC(=O)N1CCc2cc(Br)cc(S(=O)(=O)CCC(=O)N3CCN(c4cccc(C(F)(F)F)c4)CC3)c21 | x | x | x | 2% | -18 | x | -6% |
| COc1ccc(C(=O)N2CCN(C(=O)c3nnn4c3COC(c3ccc(F)cc3)C4)CC2)cc1 (stereo not drawn) | -8% | u | -5% | -1% | -1 | u | u |

Following part
The line under a structure holds: Luciferase inh | NIH3T3 tox | GPT2 inhibitor | SNCA viab count | IP6K1 inhibitor | HEK293 tox | SNCA expr inhib
> CCOc1ccc(CCNC(=O)C2Cc3ccccc3N2C(=O)CC)cc1 (stereo not drawn)
→ x | x | x | -13% | 18 | x | -15%
> O=C(NCc1cccc(F)c1)c1nc2c(o1)CCN(Cc1cccc(F)c1F)CC2
→ 5%[172 µM] | 45µM* | -2%[88.5 µM] | 3%[87.6 µM] | 17 | 50µM* | 4%[87.6 µM]
> COc1cccc(CN2CCCC(Cc3ncc(C)n3Cc3ccc(F)cc3)C2)c1 (stereo not drawn)
→ x | u | i | -17% | 4 | u | -10%
> COc1cccc(COC2CN(CC(C)C)C(=O)CN(C(=O)c3snnc3C)C2)c1 (stereo not drawn)
→ 3% | i | -13% | -2% | 12 | -19% | 6%
> OC1CCN(c2cc(C3CC(Nc4ncnc5sccc45)C3)ncn2)C1 (stereo not drawn)
→ -7% | u | -2% | -3% | 63 | u | -6%
> COc1ccc(-c2ccc(C(=O)N3CCC(NC(=O)c4ccc(Cl)nc4)CC3)cc2)nn1
→ x | -16% | x | x | 6 | -21% | x
> COc1cccc(CN[C@H]2[C@H](O)[C@H](O)C[C@@H]2c2ccc(N3CCOCC3)nc2)c1
→ -9%[172 µM] | -5%[138 µM] | -1%[88.5 µM] | -3%[87.6 µM] | 0 | -12%[172 µM] | -15%[87.6 µM]
> COc1cc(-c2ccc(O)cc2)c(OC)c(O)c1C1=CC(=O)OC1CC(=O)O (stereo not drawn)
→ x | x | i | -3% | -6 | x | x
> COc1ccc(-n2nc3n(c2=O)CCN(CCC(C)C)C3)cc1
→ x | u | 4% | -8% | -7 | u | 11%
> COc1ccc(C(=O)Nc2cc(S(=O)(=O)c3ccc(Cl)cc3)c(O)c(C)c2C)cc1
→ x | x | x | -14% | -1 | x | 61%[activator]
> COc1ccc(CN2C(=O)COC[C@H]2C(=O)Nc2cc(C)c(Cl)cc2OC)cc1
→ 0% | -18% | i | -4% | 4 | -30% | -25%
> Cc1nn(C)c(C)c1CCC(=O)N1CCC(Cc2noc(C3CCOCC3)n2)C1 (stereo not drawn)
→ -2% | -1% | i | -4% | 0 | 2% | 4%
> CCOc1ccc(CNC(=O)c2ccc3c(c2)nc2n3CCC(C)C2)cc1OC (stereo not drawn)
→ x | x | x | 18% | 10 | x | 22%
> COCCNC(=O)[C@@H]1C[C@H](Oc2ccccc2)CN1C(=O)C1(c2ccccc2)CC1
→ 1% | -13% | i | 8% | 5 | 0% | 18%
> O=C([C@H]1Cc2ccccc2CN1)N1CCC(c2nccn2CC2CC2)CC1
→ 2% | i | 0%[11.5 µM] | -5% | -9 | 5% | -17%
> COc1cccc(NC(=O)[C@@H]2C[C@@H](O)CN2C2CCN(C(=O)c3cccc(OC)c3)CC2)c1
→ 0% | u | -7% | -18% | 6 | -8% | -15%
> Cc1cccc(-c2ccc(CN)cc2)c1
→ x | 32µM* | -5%[88.5 µM] | 5%[87.6 µM] | -5 | 63µM* | 27%[87.6 µM]
> Cc1nn(-c2ccc(F)cc2)c(Oc2ccc(F)cc2F)c1CCC(=O)N1CCSCC1
→ -4% | u | -11% | -12% | -12 | u | -20%
> O=C1NCc2ccccc2CC12CCCN(Cc1ccccc1F)C2 (stereo not drawn)
→ x | 5% | -4% | -11% | 4 | -12% | -5%
> COCC(=O)NC[C@H]1O[C@@H](CO)[C@@H](O)[C@H]1N1CCC(C)CC1
→ -2%[172 µM] | 4%[138 µM] | -4%[88.5 µM] | -1%[87.6 µM] | -12 | -3%[172 µM] | 1%[87.6 µM]
> CCc1cccc(-n2nnnc2N2CCC(C(=O)Nc3ccc(C)c(F)c3)CC2)c1
→ x | u | -13% | -2% | -4 | u | -28%
> COc1ccccc1-c1ccc(C(=O)N2CCC(NC(=O)c3cccc(Cl)c3)CC2)cc1
→ x | u | i | -7%&0%[12.5 µM] | 3&7 | u | 0%&-5%
> O=C(Cn1ccc(=O)[nH]c1=O)N1CCCC(c2[nH]ncc2-c2ccc(F)cc2)C1 (stereo not drawn)
→ -5% | u | i | -13% | -11 | -14% | 1%
> COc1ccccc1C(=O)Nc1nnc2n1CCS2
→ x | x | x | -2% | -6 | x | 95%[activator]
> O=C(COc1ccc(F)cc1)N1CCOc2ccc(CN3CCc4ccccc4C3)cc2C1
→ 3% | u | i | -8% | -12 | u | -14%
> NC(=O)[C@H](Cc1cccs1)NC(=O)[C@@H]1C[C@@H](NC(=O)c2cnccn2)CCN1C(=O)COCC(=O)O
→ 2% | i | -12% | -11% | 6 | i | -10%
> Cn1ncc2c(C(=O)NCc3cccnc3)cc(-c3ccccc3F)nc21
→ x | u | x | x | 13 | u | x
> Cc1ccc(Cn2c(C)c(CNCC(C)c3ccccc3)c(C(=O)O)c2C)cc1 (stereo not drawn)
→ x | x | x | u | 0 | x | -3%
> O=C(c1ccsc1)N1CCC(Cc2nc(C3CCOCC3)no2)CC1
→ 7% | -24% | i | -2% | 0 | u | 16%
> O=C(CC1CNCCO1)N1CCc2nc(-c3ccc(Cl)cc3)[nH]c2C1 (stereo not drawn)
→ -17% | i | -12% | -6% | 18 | 5% | 24%
> Nc1c(C(=O)NCc2ccc(Cl)cc2Cl)nnn1Cc1ccc(Br)cc1
→ x | x | x | -2% | 22 | x | u
> COc1ccc(C(=O)N2CCc3nc(C4CC4)nc(-c4ccc(Cl)cc4)c3C2)cc1
→ x | -16% | i | -22% | 0 | -24% | -18%
> COc1ccc(C(=O)N2CCCC(CN3CCOCC3)CC2)cc1 (stereo not drawn)
→ -2% | i | i | -14% | -11 | 5% | 2%
> Cn1nc(C(=O)NCc2nnc3ccc(-c4ccccc4)nn23)c2ccccc21
→ 0% | -38% | i | -24% | 30 | -43% | 2%
> O=C1Cc2c([nH]c3ccc(Br)cc23)-c2ccccc2N1
→ x | x | 1% | -9% | x | x | 205%[activator]
> NS(=O)(=O)c1ccsc1C(=O)N1CCCC2(CCNCC2)CC1
→ 4% | -7% | -12% | -17% | 5 | 0% | u
> Cn1cccc1CN[C@H]1[C@H](O)[C@@H](N2CCC(C(N)=O)CC2)[C@@H]2OC[C@H]1O2
→ 3%[172 µM] | -20%[174 µM] | u | -3%[87.6 µM] | -2 | u | u

Given bar-delimited: part of the list above
Structure | Luciferase inh | NIH3T3 tox | GPT2 inhibitor | SNCA viab count | IP6K1 inhibitor | HEK293 tox | SNCA expr inhib
COc1ccc(C(=O)N2CCCC(CN3CCOCC3)CC2)cc1 (stereo not drawn) | -2% | i | i | -14% | -11 | 5% | 2%
Cn1nc(C(=O)NCc2nnc3ccc(-c4ccccc4)nn23)c2ccccc21 | 0% | -38% | i | -24% | 30 | -43% | 2%
O=C1Cc2c([nH]c3ccc(Br)cc23)-c2ccccc2N1 | x | x | 1% | -9% | x | x | 205%[activator]
NS(=O)(=O)c1ccsc1C(=O)N1CCCC2(CCNCC2)CC1 | 4% | -7% | -12% | -17% | 5 | 0% | u

Screening data (PubChem)
